# Compound activity as filed in PubChem BioAssay.
# Apoferritin bind = qHTS Assay for Identification of Novel General Anesthetics | apoferritin/1-aminoanthracene competitive binding, fluorescence | 350,000 compounds, 0.074% hits | Ferritin light chain (Equus caballus), P02791 | AID 485281, 2010 | Potency, µM (top dose mostly 77.5 µM), without a hit: at the top dose activity change, negative = displacement, usual class: inhibitors; also: potency is read from the fitted curve at half-maximal effect; % is scaled to controls: 0 for no effect and ±100 for the full control effect; nearly all actives have a fitted effect of over 20% in size
# Target sequence (P02791 2-175 limits assumed): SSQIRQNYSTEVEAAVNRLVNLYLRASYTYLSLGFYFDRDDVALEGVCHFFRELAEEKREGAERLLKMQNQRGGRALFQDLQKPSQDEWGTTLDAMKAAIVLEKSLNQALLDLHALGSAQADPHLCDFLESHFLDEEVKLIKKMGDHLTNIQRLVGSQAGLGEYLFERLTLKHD
#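 Read-out: endpoint 1-AMA fluorescence, excitation 380 nm and emission 535 nm, after compounds sit 10 min at room temperature with 10 uM horse-spleen apoferritin in 50% saturated 1-AMA/PBS. Values come from four-parameter Hill fits.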
# APEX1 inh = qHTS Assay for Inhibitors of the Human Apurinic/apyrimidinic Endonuclease 1 (APE1); AID 2517, 2012; DNA repair nuclease/redox regulator APEX1 (Homo sapiens), P27695; Potency, µM (titrated, usually from 65.8 µM), without a hit: at the top dose activity change, negative = inhibition, usual class: inhibitors; 350,000 compounds, 0.35% hits; recombinant APE1, TAMRA/BHQ-2 abasic DNA cleavage fluorescence;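 also: potency is read from the fitted curve at half-maximal effect; plate controls were vehicle for no effect and reference inhibitor for full effect; nearly all actives have a fitted effect of over 55% in size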
#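 APE1 at 0.75 nM final was preincubated with compound 15 min at room temperature, then 50 nM double-stranded THF abasic-site substrate (5'-TAMRA/3'-BHQ-2) was added. Fluorescence (ex 525/em 598 nm) was read kinetically; third-minus-first read gave activity.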
# POLK inh = qHTS for Inhibitors of Polymerase Kappa; purified Pol kappa, fluorescent DNA synthesis assay, 10 min; Potency, µM (highest dose often 107 µM), inactives show top-dose activity, negative = inhibition, actives largely listed as inhibitors; 400,000 compounds, 0.53% hits; DNA polymerase kappa (Homo sapiens), Q9UBT6; also: potency is read from the fitted curve at half-maximal effect; % is scaled to controls: 0 for no effect and ±100 for the full control effect
#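 50 nM final substrate added after 15 min RT preincubation of 10 nM Pol kappa with compound; fluorescence read at 0 and 10 min.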
# Pol iota inh = qHTS for Inhibitors of Polymerase Iota; DNA polymerase iota (Homo sapiens), Q9UNA4; Pol iota fluorescent replication assay, 10 min; Potency, µM (series often up to 115 µM), without a hit: top-dose activity, negative = inhibition, hits mostly inhibitors; 390,000 compounds, 1% hits; also: potency is read from the fitted curve at half-maximal effect
#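 Fluorescent replication assay read twice, at 0 min and 10 min after adding 50 nM (final) substrate. Enzyme (10 nM) and compounds were first incubated 15 min at room temperature; enzyme-free buffer wells were negative controls.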
# RXFP1 antagonist = qHTS Assay for Antagonists of the Relaxin Receptor RXFP1. 350,000 compounds, 0.59% hits. activity change, negative = inhibition, % at 57.5 µM. HEK293-RXFP1, relaxin-stimulated cAMP HTRF, 30 min; hits give low values. AID 1259400, 2018. Relaxin receptor 1 (Homo sapiens), Q9HBX9;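 active = activity change of -60% or lower, but not beyond a set lower limit; inconclusive = change between -60% and -40%, or beyond the set limit; inactive = change above -40%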; also: % is scaled to controls: 0 for no effect and ±100 for the full control effect
# POLH inh = qHTS for Inhibitors of Polymerase Eta; DNA polymerase eta (Homo sapiens), Q9Y253; recombinant Pol eta, fluorescent DNA replication assay; Potency, µM (top dose mostly 114 µM), without a hit: at the top dose activity change, negative = inhibition, actives largely listed as inhibitors; 390,000 compounds, 1.2% hits; AID 588591, 2011; also: potency is read from the fitted curve at half-maximal effect; % is scaled to controls: 0 for no effect and ±100 for the full control effect
# Target sequence (Q9Y253 whole entry, looked up): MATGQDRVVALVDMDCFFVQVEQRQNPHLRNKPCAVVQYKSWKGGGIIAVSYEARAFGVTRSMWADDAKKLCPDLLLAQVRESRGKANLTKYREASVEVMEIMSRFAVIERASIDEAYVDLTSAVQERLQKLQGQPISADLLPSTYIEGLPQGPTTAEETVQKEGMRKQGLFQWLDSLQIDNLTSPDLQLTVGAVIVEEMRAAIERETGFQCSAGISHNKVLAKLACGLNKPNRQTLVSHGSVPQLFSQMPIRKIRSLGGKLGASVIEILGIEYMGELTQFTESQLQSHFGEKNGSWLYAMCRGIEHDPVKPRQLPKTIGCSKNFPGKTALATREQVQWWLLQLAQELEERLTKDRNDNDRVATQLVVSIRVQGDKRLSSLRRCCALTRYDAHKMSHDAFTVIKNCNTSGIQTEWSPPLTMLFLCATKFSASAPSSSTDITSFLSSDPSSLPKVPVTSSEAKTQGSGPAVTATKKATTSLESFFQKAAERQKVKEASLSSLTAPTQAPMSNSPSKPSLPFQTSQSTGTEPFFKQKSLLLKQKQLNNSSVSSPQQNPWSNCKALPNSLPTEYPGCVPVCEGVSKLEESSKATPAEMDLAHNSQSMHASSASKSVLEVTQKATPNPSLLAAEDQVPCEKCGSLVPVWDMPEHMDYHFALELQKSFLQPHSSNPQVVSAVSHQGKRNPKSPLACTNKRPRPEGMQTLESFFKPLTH
#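 Fluorescent replication assay: 50 nM final substrate added after a 15 min room-temperature compound preincubation with 10 nM enzyme. Signal taken at 0 min and again at 10 min.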
# BLM helicase inh = qHTS Assay for Inhibitors of Bloom's syndrome helicase (BLM); RecQ-like DNA helicase BLM (Homo sapiens), P54132; recombinant BLM DNA unwinding, fluorescence dequenching; Potency, µM (titrated, usually from 56.1 µM), for the others: at the highest dose activity change, negative = inhibition, actives largely listed as inhibitors; 350,000 compounds, 0.2% hits;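 also: potency is read from the fitted curve at half-maximal effect; plate controls were vehicle for no effect and no enzyme for full effect; nearly all actives have a fitted effect of over 35% in size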
# PGK inhibitor = qHTS Assay to Find Inhibitors of Phosphoglycerate Kinase. Potency, µM (series often up to 57.5 µM), for inactives: at the highest dose activity change, negative = inhibition, actives largely listed as inhibitors. PGK/GAPDH coupled, Kinase-Glo luminescence, 60 min. 380,000 compounds, 0.043% hits. Phosphoglycerate kinase, glycosomal (Trypanosoma brucei brucei), P07378. AID 602233, 2012; also: potency is read from the fitted curve at half-maximal effect; % is scaled to controls: 0 for no effect and ±100 for the full control effect; nearly all actives have a fitted effect of over 60% in size
#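 Recombinant glycosomal PGK reaction used 1,3-bisphosphoglycerate generated in-well by GAPDH (100nM final) in 100mM TEA pH 7.6, 5mM MgCl2, 0.01% Tween-20. After 60 minutes at room temperature, ATP was read by Kinase-Glo Plus luminescence end-point.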
# POLB inh = qHTS Assay for Inhibitors of DNA Polymerase Beta; P06746; Pol beta primer extension/strand displacement, fluorescence kinetic; Potency, µM (titrated, usually from 114 µM), without a hit: at the top dose activity change, negative = inhibition, most hits filed as inhibitors; 340,000 compounds, 1.3% hits; also: potency is read from the fitted curve at half-maximal effect; % is scaled to controls: 0 for no effect and ±100 for the full control effect
#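 Kinetic readout of DNA synthesis with strand displacement by Pol beta. Compound and 10 nM enzyme sit 15 min at room temperature; 50 nM substrate starts the reaction, read immediately and at 10 min.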
# Active calls of the source: *; i = inactive; ? = inconclusive; . = not tested or not shown; & = joins results of further samples; [ ] = dose if it differs, or a comment. Unless noted, calls follow the shape of the dose curve; as a rule, active = well fitted curve in the direction sought with a large enough effect; inconclusive = small, poorly fitted or top-dose-only effect, or another doubt; inactive = no such curve, though single readings can be large; an effect the other way counts as inactive or inconclusive.
SMILES,Apoferritin bind,APEX1 inh,POLK inh,Pol iota inh,RXFP1 antagonist,POLH inh,BLM helicase inh,PGK inhibitor,POLB inh
COc1cccc(NC(=O)CNC(=O)Cn2c(C)cc3ccccc3c2=O)c1,-3%,.,8%,19%,.,-7%,-6%,-12%,14%
Cc1cccc(CNC(=O)CCn2ccc3cc(S(=O)(=O)N4CCCC4)ccc32)c1,?,28%,4%&1%,25%&21%,6&-2,-18%&-15%,1%&1%,-8%&-5%,30%&10%
CCCOc1ccc(C2C(C(=O)c3ccc(C)o3)=C(O)C(=O)N2Cc2ccco2)cc1 (stereo not drawn),-10%,-4%,-12%,?,-8,-24%,-13%,9%,40µM*
COc1cccc(Nc2c(F)c(OC)c(F)c(F)c2C(=O)O)c1,-13%,8%,-8%,-6%,-21,-7%,-3%,i,22%
NC(=O)CC[C@H](NC(=O)c1ccc(F)cc1)C(=O)OCC(=O)NCc1ccc2c(c1)OCO2,.,-1%,-3%,24%,0,-21%,.,-2%,.
O=C1C(Cc2ccccc2)SC(=Nc2ccccc2)N1c1ccccc1 (stereo not drawn),-13%,2%,-7%,5%,-6,-1%,-8%,-9%,22%
Cc1nc2sccn2c(=O)c1S(=O)(=O)NC(C)c1ccccc1 (stereo not drawn),-14%,24%,-9%,-9%,-3,3%,0%,0%,3%
O=C(Nc1ccc2nc(SCC(=O)N3CCOCC3)sc2c1)c1ccc(Br)cc1,-14%,.,8%,34%[activator],-19,-17%,-2%,i,-13%
CCCN1CC(=O)N2Cc3[nH]c4ccccc4c3C[C@H]2C1=O,-9%,14%,1%,-3%,0,-14%,-2%,i,6%
CCc1nnc(NS(=O)(=O)c2ccc(NC(=S)NC(=O)/C=C/c3ccc(F)cc3)cc2)s1,1%,-6%,-18%,?,-33,?,-11%,i,0%
O=C(CCS(=O)(=O)c1cc(Br)cc2c1N(C(=O)C1CC1)CC2)N1CCN(c2ccccn2)CC1,-11%,-4%,12%,15%,0,-7%,1%,-8%,-5%
Cc1onc(-c2c(Cl)cccc2Cl)c1C(=O)N1C(C)CCCC1C (stereo not drawn),.,.,-7%,13%,9,0%,.,14%,.
Nn1cc(-c2ccccc2)nc1SCC(=O)NCCN1C(=O)CSC1=O,-7%,1%,-6%,23%,12,-6%,-2%,4%,23%
COc1c(C(C)C)cc(NC(C)=O)cc1C(C)C,-9%,3%,-6%,4%,-3,-12%,-8%,-3%,24%
Cn1ccs/c1=N\C(=O)Nc1ccccc1,1%,0%,-4%,-19%,6,-12%,-3%,-7%,9%
CCOc1ccc(CCNC(=O)CN2C(=O)c3cccnc3Oc3ccc(C)cc32)cc1OCC,-23%&-11%,13%,15%&-7%,-12%&21%,-26,-5%&8%,4%&1%,-1%,21%&0%
COc1ccc(Cl)cc1NC(=O)C/C(C)=N/NC(=O)CCc1ccccc1,-6%,9%,-12%,105%[activator],-12,-7%,-5%,6%,14%
CC1(C)CC(=O)C=C(Nc2cccc(O)c2)C1,-17%,1%,-6%,24%,-17,-16%,0%,-3%,6%
CC(C)COC(=O)CCn1[nH]c(=O)c2ccccc2c1=O,-4%,0%,-4%,-2%,1,-17%,0%,-6%,6%
O=C(CCc1ccccc1)NNC(=O)c1cc(Cl)ccc1O,-6%,-9%,5%,22%,6,-10%,4%,i,50%
C[C@@H]1O[C@@H](O[C@H]2[C@H](Oc3cc(O)c4c(c3)O[C@H](c3ccc(O)cc3)CC4=O)O[C@H](CO)[C@@H](O)[C@@H]2O)[C@H](O)[C@H](O)[C@H]1O,-5%,-5%&2%,-8%[19.4 µM],-8%,.,-16%,1%&-3%,-5%,-1%
COc1cccc(NC(=O)c2c(C)nn(-c3cccc(C)c3)c2-n2cccc2)c1,33%[activator],.,-1%,-2%,?,-18%,-7%,-12%,-1%
COc1ccc(C(=O)NNC(=O)C2=NN(c3ccccc3)C(=O)CC2)cc1,-29%,-12%,-1%,45%[activator],8,-18%,-6%,4%,?
O=C(Oc1ccc(C(=S)N2CCOCC2)cc1)c1ccccc1[N+](=O)[O-],-21%,-10%,-13%,?,-1,-9%,4%,-7%,-1%
COc1ccc(Cl)cc1N(C)C(=O)c1ccc2c(=O)n3c(nc2c1)CCCCC3,-9%,.,-9%,1%,-10,.,-1%,.,-3%
Cn1c(=O)[nH]c(=O)c2c1nc(SCC(=O)O)n2CCCc1ccccc1,0%,67%[activator],0%,-2%,1,-11%,1%,.,-26%
COCCN(C(=O)COC(=O)/C=C/c1ccc(C)o1)c1c(N)n(Cc2ccccc2)c(=O)[nH]c1=O,-18%,49%,-7%,79µM*,-15,-11%,-2%,-3%,-6%
CCC(C)NC(=O)CCn1c(-c2ccc(F)cc2)cc(C(C)=O)c1C (stereo not drawn),-5%,-4%,2%,25%,3,-15%,-3%,-12%,20%
O=C(Nc1cccc(S(=O)(=O)N2CCOCC2)c1)c1ccc(N2CCOCC2)c([N+](=O)[O-])c1,-9%,-3%,-10%,3%,-13,-16%,1%,1%,0%
CC(C)NC(=O)N(C)C[C@H]1Oc2ccc(NC(=O)C3CCCCC3)cc2C(=O)N([C@H](C)CO)C[C@@H]1C,.,-4%,-3%,-26%,.,4%,.,-4%,.
CC(C)(C)OC(=O)NCc1ccc(CNC(=O)c2nc[nH]c2C(=O)N2CCc3ccccc3C2)cc1,.,21%,-6%,54%[activator],.,-8%,.,0%,.
COc1ccc(OC)c(NC(=O)CSc2nnc(Cc3cccn3C)n2CCc2ccccc2)c1,?,-8%,-6%,-3%[58.9 µM],-10,-13%,-7%,-9%,19%
CC12C=CC3(CN(Cc4ccccc4)C(=O)C3C1C(=O)NC1CC1)O2 (stereo not drawn),-4%,1%,-3%,0%,-3,-6%,0%,-5%,2%
Cc1[nH]c(=S)[nH]c(=O)c1Cc1ccccc1,-8%,11%,-10%[60.1 µM],16%,-63*,5%,-3%,7%,30%
COC(=O)c1nn(-c2ccc(OC)cc2)c(=O)cc1Sc1ccc(C)cc1,-4%,16%,-20%,2%,1,-3%,-11%,8%,14%
CC1(C)Cc2cccc(OCC(=O)NCc3ccccc3)c2O1,-7%,5%,-1%,-8%,11,-9%,-1%,-8%,1%
CCOc1ncccc1C(=O)N1CCN(Cc2ccc3c(c2)OCO3)CC1,-8%,-2%,-4%,-5%,-6,-2%,1%,-5%,-1%
COc1cc(C2c3c(-c4ccccc4O)n[nH]c3C(=O)N2Cc2ccncc2)cc(OC)c1OC (stereo not drawn),-3%,.,3%,4%,1,-19%,-1%,-9%,22%
CN(CC(=O)Nc1ccc(F)cc1)C(=O)COC(=O)c1cc(S(=O)(=O)N(C)C)ccc1N1CCCC1,.,3%,-7%,3%,-17,-13%,.,-9%,.
CC(=O)c1c(C)[nH]c(C(=O)OCC(=O)c2ccc(C)s2)c1C,.,12%,-7%,?,3,-13%,.,-6%,.
CCOC(=O)c1cnc(-n2[nH]c(C)c(Cc3ccccc3)c2=O)[nH]c1=O,-8%,16%,-3%,?,-5,?,-7%,-1%,3.2µM*
CCCC(=O)Nc1ccc2c(c1)nc1n2CCN(C2CCCCC2)C1,2%,-12%,-22%,203%[activator],21,-16%,0%,-6%,9%
COc1cc(C2NC(=O)NC(C)=C2C(=O)OCc2ccc(C)cc2)cc(OC)c1O (stereo not drawn),-12%,4%,-6%,-20%,-2,-1%,-4%,-3%,11%
N#Cc1c(Cl)nc(N/N=C/c2ccccc2)c(Cl)c1Cl,?,5%,-5%,3%,17,-14%,-9%,0%,20µM*
CC(C)OC(=O)CC1C(=O)NCCN1C(=O)COc1ccc(C(C)(C)C)cc1 (stereo not drawn),-5%,14%,-1%,53%[activator],-12,-15%,-1%,i,88%
Cc1c(C(=O)N2CCCC2)c(S(=O)(=O)Nc2cccc(Br)c2)c(C)n1C,-9%,-7%,-5%,-12%,1,-3%,1%,8%,28%
CCOC(=O)C(C)Oc1ccc(NC(=O)C(Cl)Cl)cc1 (stereo not drawn),-18%,-2%,-6%,16%,-10,-6%,-1%,2%,3%
COc1ccc(OC)c(/C=C/C(=O)NC2=NCCS2)c1,20%,12%,-3%,125%[activator],-7,5%,0%,1%,0%
O=C(O)CCc1nnc(SCC(=O)Nc2ccc(Cl)c(C(F)(F)F)c2)[nH]c1=O,-10%,3%,-10%,0%,-23,1%,3%,4%,13%
CCCCC1CCC(C(=O)N(CCOC)c2c(N)n(CCCC)c(=O)[nH]c2=O)CC1 (stereo not drawn),.,5%,-17%,39%[activator],-7,-23%,.,2%,.
COc1ccc(NC(=O)COC(=O)/C=C/c2ccccc2[N+](=O)[O-])cc1OC,?,-2%,-14%,2%,-11,-10%,1%,5%,3%
CN(c1cccc(NS(=O)(=O)c2cccs2)c1)S(C)(=O)=O,4%,-5%,-1%,11%,-4,-12%,3%,5%,0%
CN(C)CCNC(=O)c1cccc2ccc(-c3ccc(-c4ccccc4)cc3)nc12,.,.,-16%,-29%,-13,-11%,.,0%,.

# These rows are one share of the data; count on the stated rates, not on these rows.
